CXCR6 inh: CXCR6 receptor inhibitors, primary screen, cell-based, beta-arrestin, luminescence, CHO-K1 PathHunter, 1536-well | inhibition, % at 20 µM | C-X-C chemokine receptor type 6 (Homo sapiens), O00574 | hit rate 0.36% among 360,000; in the data active = inhibition above about 34%, passing the limit was not always enough;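 also: antagonist mode with CXCL16 agonist at 10 nM final; 0% = 10 nM CXCL16 with DMSO and 100% = unstimulated wells without agonist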
Target sequence (O00574 whole entry, looked up): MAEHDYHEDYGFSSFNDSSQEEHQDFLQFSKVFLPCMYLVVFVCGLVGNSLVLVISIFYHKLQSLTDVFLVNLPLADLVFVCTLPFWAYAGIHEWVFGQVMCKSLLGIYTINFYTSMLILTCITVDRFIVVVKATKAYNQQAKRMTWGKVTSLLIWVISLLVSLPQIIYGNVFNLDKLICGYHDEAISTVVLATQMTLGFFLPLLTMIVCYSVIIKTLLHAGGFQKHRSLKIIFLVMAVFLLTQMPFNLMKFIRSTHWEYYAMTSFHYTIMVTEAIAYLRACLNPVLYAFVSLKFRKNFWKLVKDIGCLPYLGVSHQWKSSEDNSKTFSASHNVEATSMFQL
CCR6 antag: CCR6 receptor antagonists, primary screen, cell-based, CHO-K1, luminescence, beta-arrestin, uHTS. C-C chemokine receptor type 6 (Homo sapiens), P51684. CHO-K1 CCR6 PathHunter beta-arrestin, CCL20-stimulated. inhibition, % at 20 µM. hit rate 0.49% among 340,000. AID 493098, 2011;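 active = compounds whose inhibition of the agonist-driven luminescence signal at 20 µM reaches about 50%, limit read from the data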;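 also: cells stimulated with CCL20 at 14 nM final; plate controls were DMSO with CCL20 for no effect and DMSO without agonist for full effect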
Target sequence (P51684 whole entry, looked up): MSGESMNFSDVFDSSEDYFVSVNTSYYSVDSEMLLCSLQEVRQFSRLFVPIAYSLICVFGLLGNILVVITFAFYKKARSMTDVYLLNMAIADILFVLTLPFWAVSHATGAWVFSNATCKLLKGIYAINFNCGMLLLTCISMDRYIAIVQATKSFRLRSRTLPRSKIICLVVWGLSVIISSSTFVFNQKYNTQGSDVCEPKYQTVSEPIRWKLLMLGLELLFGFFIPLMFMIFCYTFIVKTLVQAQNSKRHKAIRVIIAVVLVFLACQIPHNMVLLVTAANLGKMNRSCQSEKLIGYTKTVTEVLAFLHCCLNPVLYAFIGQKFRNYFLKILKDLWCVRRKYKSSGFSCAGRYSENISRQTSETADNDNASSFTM
Jurkat NFkB inh: inhibitors of induced NF-kB luciferase reporter, primary screen, TCR NF-kB activation inhibitor project, cell-based, luminescence, uHTS; Jurkat, PMA/ionomycin-induced NF-kB luciferase reporter; inhibition, % at 4 µM; hit rate 0.53% among 330,000; in the data active = inhibition above about 50%
Gli-Sufu block: Gli-Sufu pathway antagonists, primary screen, luciferase luminescence, Sufu-KO-LIGHT cells, uHTS. Sufu-KO-LIGHT fibroblasts, Gli luciferase reporter luminescence. inhibition, % at 5 µM. hit rate 0.74% among 340,000;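 active = inhibition above about 55%, limit read from the data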;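 also: 0% = DMSO-treated cells and 100% = wells with medium but no cells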
EBI2 block: EBI2 receptor antagonists, beta-arrestin recruitment, primary screen, cell-based, luminescence, 7a,25-OHC stimulation, uHTS | inhibition, % at 5 µM | hit rate 0.81% among 360,000 | 7a,25-OHC stimulated | G-protein coupled receptor 183 (Homo sapiens), P32249; in the data active = inhibition above about 38%;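 also: enzyme fragment complementation signal reports receptor beta-arrestin coupling in cells; 0% = agonist plus DMSO wells and 100% = wells without agonist; some results beyond the cut were filed as inactive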
Target sequence (P32249 whole entry, looked up, the tested form may be a part): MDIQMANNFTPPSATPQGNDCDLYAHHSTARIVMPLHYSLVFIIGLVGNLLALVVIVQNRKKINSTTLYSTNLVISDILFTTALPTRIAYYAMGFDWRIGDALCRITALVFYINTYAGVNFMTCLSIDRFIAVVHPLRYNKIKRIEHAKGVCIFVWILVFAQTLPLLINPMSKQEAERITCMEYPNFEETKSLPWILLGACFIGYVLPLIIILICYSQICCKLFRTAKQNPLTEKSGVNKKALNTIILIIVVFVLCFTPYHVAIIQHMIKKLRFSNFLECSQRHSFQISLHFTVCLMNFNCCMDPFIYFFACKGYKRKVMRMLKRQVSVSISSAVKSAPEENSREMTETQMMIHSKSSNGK
XBP1 UPR activ: activators of adaptive XBP1 UPR arm, primary screen, cell-based, CHO-XBP1 luciferase reporter, luminescence, uHTS | activation, % at 20 µM | hit rate 0.33% among 330,000 | IRE1-XBP1 UPR activation; percent of tunicamycin response, DMSO as zero;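 active = versus positive control, 20 µM dose yields 30% or more activation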;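 also: 100% = tunicamycin at 10 µg/mL and 0% = DMSO only wells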
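Assay system: CHO-XBP1 luciferase reporter cells; Schedule: 6 h treatment, 37 °C; Detection: glow luminescence from Steady-Glo reagent; Benchmarks: high control tunicamycin 10 µg/mL final, low control DMSO vehicle only.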
UPR CHOP act: activators of apoptotic CHOP UPR arm, primary screen, cell-based, CHO-CHOP luciferase reporter, luminescence, uHTS | UPR activation; percent of tunicamycin response over DMSO baseline | activation, % at 10 µM | hit rate 0.34% among 330,000 | AID 449763, 2010;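 active = at 10 µM dose, activation of 40% or more, normalized to positive control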;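 also: 100% = tunicamycin at 10 µg/mL and 0% = DMSO alone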
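measured by = luciferase luminescence | assay system = CHO-CHOP cells, stable luciferase reporter of PERK-eIF2a-CHOP signalling | amount = 500 reporter cells seeded per well | timing = 6 h compound exposure at 37 °C after overnight seeding | controls = positive tunicamycin 10 µg/mL, negative DMSO alone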
697 NFkB inh: inhibitors of PMA/ionomycin-induced NF-kB reporter, 697 cells, primary screen, B-cell NF-kB inhibitor project, cell-based, luminescence, uHTS | hit rate 0.33% among 330,000 | inhibition, % at 4 µM | 697 B-cell NF-kB luciferase reporter, 16 h; in the data active = inhibition above about 35%
Mdm2 MdmX PPI: inhibitors of human Mdm2-MdmX association, primary screen, cell-based, luminescence, split luciferase, SaOS-2, uHTS. Protein Mdm4 (Homo sapiens) + E3 ubiquitin-protein ligase Mdm2 (Homo sapiens), …. SaOS-2 split-luciferase Mdm2/MdmX complementation. inhibition, % at 8 µM. hit rate 3% among 330,000;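 active = inhibition of at least 50% at 8 µM in the primary screen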
An asterisk follows results filed as active.

How did O=C(CCN1C(=O)C2CC=CCC2C1=O)Nc1cccc(S(=O)(=O)N2CCCCC2)c1 (stereo unspecified) do in these assays?
CXCR6 inh: 1; CCR6 antag: 6; Jurkat NFkB inh: 12; Gli-Sufu block: 0; EBI2 block: -1; XBP1 UPR activ: -1; UPR CHOP act: -1.0; 697 NFkB inh: 12; Mdm2 MdmX PPI: -5

What do the screens show for `CC(=O)c1ccc(N2CCN(C(=O)c3cc(S(=O)(=O)N4CCOCC4)ccc3C)CC2)cc1`?
CXCR6 inh: 9; CCR6 antag: 1; Jurkat NFkB inh: 4; Gli-Sufu block: 27; EBI2 block: -12; XBP1 UPR activ: 0; UPR CHOP act: 0.6; 697 NFkB inh: 2; Mdm2 MdmX PPI: 21

Results for CCOc1cccc2sc(NC(=O)c3ccc(Br)s3)nc12 ?
CXCR6 inh: 5; CCR6 antag: 17; Jurkat NFkB inh: 6; Gli-Sufu block: -6; EBI2 block: 15; XBP1 UPR activ: 1; UPR CHOP act: 8.3; 697 NFkB inh: -33; Mdm2 MdmX PPI: 22

What do the screens show for `CCOC(CCn1c(SCC(=O)NC2CCCC2)nc2ccccc2c1=O)OCC`?
CXCR6 inh: 0; CCR6 antag: 12; Jurkat NFkB inh: 1; Gli-Sufu block: 4; EBI2 block: 6; XBP1 UPR activ: -2; UPR CHOP act: 1.6; 697 NFkB inh: 12; Mdm2 MdmX PPI: 8

How did Cc1ccc(SCc2ccc(C(=O)Nc3cc([N+](=O)[O-])ccc3C)cc2)cc1 do in these assays?
CXCR6 inh: 7; CCR6 antag: 20; Jurkat NFkB inh: -4; Gli-Sufu block: -7; EBI2 block: 14; XBP1 UPR activ: -4; UPR CHOP act: -2.0; 697 NFkB inh: 3; Mdm2 MdmX PPI: 13

How did O=C(CNC(=O)N1CC(=O)Nc2ccccc21)NCc1cccc(Cl)c1 do in these assays?
CXCR6 inh: -3; CCR6 antag: -1; Jurkat NFkB inh: 6; Gli-Sufu block: -9; EBI2 block: 1; XBP1 UPR activ: 0; UPR CHOP act: 0.4; 697 NFkB inh: 10; Mdm2 MdmX PPI: 2

How did O=C(Nc1cccc(-c2ccc(N3CCOCC3)nn2)c1)c1ccc(Cl)cc1 do in these assays?
CXCR6 inh: -3; CCR6 antag: -4; Jurkat NFkB inh: -88; Gli-Sufu block: -52; EBI2 block: 3; XBP1 UPR activ: 3; UPR CHOP act: 4.8; 697 NFkB inh: -101; Mdm2 MdmX PPI: -37

What do the screens show for `O=C(CSc1nnc(CNC(=O)c2c(F)cccc2Cl)o1)Nc1ccc2c(c1)OCCO2`?
CXCR6 inh: 1; CCR6 antag: -4; Jurkat NFkB inh: -3; Gli-Sufu block: 2; EBI2 block: -5; XBP1 UPR activ: -1; UPR CHOP act: -0.3; 697 NFkB inh: 13; Mdm2 MdmX PPI: -3

Results for COc1cc(/C=C/C(=O)O)cc(OC)c1OC ?
CXCR6 inh: 9; CCR6 antag: -3; Jurkat NFkB inh: 3; Gli-Sufu block: -3; EBI2 block: -4; XBP1 UPR activ: -1; UPR CHOP act: 1.3; 697 NFkB inh: 25; Mdm2 MdmX PPI: -17

Results for Cc1c(C(=O)c2ccc(N(C)C)cc2)c2ccccn2c1CCC#N ?
CXCR6 inh: 8; CCR6 antag: 16; Jurkat NFkB inh: -35; Gli-Sufu block: 10; EBI2 block: 13; XBP1 UPR activ: -3; UPR CHOP act: -1.1; 697 NFkB inh: 2; Mdm2 MdmX PPI: -19

How did C#Cc1ccc([C@H]2C=C(C(=O)NC3CC3)O[C@@H](OCC)[C@@H]2CCCO)cc1 do in these assays?
CXCR6 inh: -8; CCR6 antag: 3; Jurkat NFkB inh: 9; Gli-Sufu block: 1; EBI2 block: -4; XBP1 UPR activ: -1; UPR CHOP act: -1.7; 697 NFkB inh: -20; Mdm2 MdmX PPI: 13

Results for COc1ccc(/C=C2\Sc3ccc(C(=O)N4CCOCC4)cc3N(C)C2=O)cc1 ?
CXCR6 inh: -10; CCR6 antag: -2; Jurkat NFkB inh: 9; Gli-Sufu block: -4; EBI2 block: 6; XBP1 UPR activ: -4; UPR CHOP act: 0.7; 697 NFkB inh: -11; Mdm2 MdmX PPI: 18

Results for CSc1nnc(SCC(=O)NC(=O)c2ccccc2)s1 ?
CXCR6 inh: 2; CCR6 antag: -7; Jurkat NFkB inh: 5; Gli-Sufu block: -5; EBI2 block: -4; XBP1 UPR activ: 0; UPR CHOP act: 2.5; 697 NFkB inh: 17; Mdm2 MdmX PPI: 6

What do the screens show for `Oc1ccc(Br)cc1C=Nc1ccc2c3c(cccc13)CC2`?
CXCR6 inh: 10; CCR6 antag: 14; Jurkat NFkB inh: 5; Gli-Sufu block: 11; EBI2 block: -11; XBP1 UPR activ: -2; UPR CHOP act: 2.0; 697 NFkB inh: -15; Mdm2 MdmX PPI: 29

Results for COC(=O)Nc1ccc(S(=O)(=O)N2CCC(C(=O)N3CCCCC3C)CC2)cc1 (stereo unspecified) ?
CXCR6 inh: 6; CCR6 antag: 7; Jurkat NFkB inh: 11; Gli-Sufu block: -1; EBI2 block: -3; XBP1 UPR activ: -1; UPR CHOP act: 2.7; 697 NFkB inh: 11; Mdm2 MdmX PPI: 8

The final two compounds of the section above are carried over, then new ones follow.
What do the screens show for `Oc1ccc(Br)cc1C=Nc1ccc2c3c(cccc13)CC2`?
CXCR6 inh: 10; CCR6 antag: 14; Jurkat NFkB inh: 5; Gli-Sufu block: 11; EBI2 block: -11; XBP1 UPR activ: -2; UPR CHOP act: 2.0; 697 NFkB inh: -15; Mdm2 MdmX PPI: 29

Results for COC(=O)Nc1ccc(S(=O)(=O)N2CCC(C(=O)N3CCCCC3C)CC2)cc1 (stereo unspecified) ?
CXCR6 inh: 6; CCR6 antag: 7; Jurkat NFkB inh: 11; Gli-Sufu block: -1; EBI2 block: -3; XBP1 UPR activ: -1; UPR CHOP act: 2.7; 697 NFkB inh: 11; Mdm2 MdmX PPI: 8

How did Cc1cc(N)c2cc(NC(=O)/C=C/c3ccccc3Cl)ccc2n1 do in these assays?
CXCR6 inh: 12; CCR6 antag: 10; Jurkat NFkB inh: 4; Gli-Sufu block: 13; EBI2 block: -7; XBP1 UPR activ: 6; UPR CHOP act: 13; 697 NFkB inh: -67; Mdm2 MdmX PPI: 100*

Results for COc1ccc(CN2C(=O)c3ccc(C(=O)O)cc3C2=O)cc1 ?
CXCR6 inh: 3; CCR6 antag: 12; Jurkat NFkB inh: 18; Gli-Sufu block: -1; EBI2 block: 1; XBP1 UPR activ: -3; UPR CHOP act: 2.3; 697 NFkB inh: 6; Mdm2 MdmX PPI: -32

How did O=c1[nH]cnc2c1cnn2Cc1ccccc1Cl do in these assays?
CXCR6 inh: 10; CCR6 antag: 6; Jurkat NFkB inh: -7; Gli-Sufu block: 3; EBI2 block: 7; XBP1 UPR activ: -5; UPR CHOP act: 0.4; 697 NFkB inh: -2; Mdm2 MdmX PPI: 6

What do the screens show for `Cc1cc(=O)[nH]c2c1c(C)nn2-c1ccccc1`?
CXCR6 inh: 0; CCR6 antag: 2; Jurkat NFkB inh: -6; Gli-Sufu block: 13; EBI2 block: -4; XBP1 UPR activ: 3; UPR CHOP act: -0.6; 697 NFkB inh: -12; Mdm2 MdmX PPI: 15

What do the screens show for `Cc1ccccc1NC(=O)C1CCCN1C(=O)NC1CCCCC1` (stereo unspecified)?
CXCR6 inh: -6; CCR6 antag: -12; Jurkat NFkB inh: -9; Gli-Sufu block: 4; EBI2 block: -33; XBP1 UPR activ: -1; UPR CHOP act: -1.7; 697 NFkB inh: 9; Mdm2 MdmX PPI: 5

Results for O=C(/C=C/c1ccccc1[N+](=O)[O-])NCC1CCCO1 (stereo unspecified) ?
CXCR6 inh: 10; CCR6 antag: -5; Jurkat NFkB inh: 8; Gli-Sufu block: -12; EBI2 block: -2; XBP1 UPR activ: -1; UPR CHOP act: 2.9; 697 NFkB inh: -21; Mdm2 MdmX PPI: 27

What do the screens show for `COc1ccc(-c2cc(C(=O)O)c(C)o2)cc1OC`?
CXCR6 inh: -9; CCR6 antag: 4; Jurkat NFkB inh: -56; Gli-Sufu block: 17; EBI2 block: -9; XBP1 UPR activ: -4; UPR CHOP act: -6.3; 697 NFkB inh: -172; Mdm2 MdmX PPI: -37

What do the screens show for `COc1ccc(-c2nc(C(=O)O)cs2)cc1OC`?
CXCR6 inh: -5; CCR6 antag: 17; Jurkat NFkB inh: -8; Gli-Sufu block: 5; EBI2 block: -4; XBP1 UPR activ: 0; UPR CHOP act: 0.4; 697 NFkB inh: 5; Mdm2 MdmX PPI: -9

How did COc1ccccc1S(=O)(=O)Cc1ccc(C(=O)NCCN2CCCCCC2)o1 do in these assays?
CXCR6 inh: 5; CCR6 antag: -5; Jurkat NFkB inh: 0; Gli-Sufu block: -1; EBI2 block: -8; XBP1 UPR activ: -1; UPR CHOP act: -0.1; 697 NFkB inh: 2; Mdm2 MdmX PPI: -21

How did CC(C)[C@H](CO)N(Cc1cccc(F)c1)c1nc(Nc2cccc(Cl)c2)c2ncn(C(C)C)c2n1 do in these assays?
CXCR6 inh: 9; CCR6 antag: 8; Jurkat NFkB inh: -23; Gli-Sufu block: 9; EBI2 block: 28; XBP1 UPR activ: 3; UPR CHOP act: 4.9; 697 NFkB inh: -7; Mdm2 MdmX PPI: 55*

What do the screens show for `CCCCCCn1c(SCC(C)C)nc2c1c(=O)[nH]c(=O)n2C`?
CXCR6 inh: -4; CCR6 antag: 3; Jurkat NFkB inh: 3; Gli-Sufu block: 19; EBI2 block: 9; XBP1 UPR activ: 5; UPR CHOP act: -0.5; 697 NFkB inh: -58; Mdm2 MdmX PPI: 6

How did O=C(O)C(Cc1cc(Cl)ccc1Cl)Sc1nc2ccccc2[nH]1 (stereo unspecified) do in these assays?
CXCR6 inh: 6; CCR6 antag: 4; Jurkat NFkB inh: 9; Gli-Sufu block: 3; EBI2 block: -11; XBP1 UPR activ: 2; UPR CHOP act: 0.6; 697 NFkB inh: 16; Mdm2 MdmX PPI: 18

What do the screens show for `COCC(=O)Nc1nnc(SCC(=O)N2CCCCC2)s1`?
CXCR6 inh: -2; CCR6 antag: 3; Jurkat NFkB inh: 1; Gli-Sufu block: 12; EBI2 block: 4; XBP1 UPR activ: -4; UPR CHOP act: 0.5; 697 NFkB inh: 16; Mdm2 MdmX PPI: 33

What do the screens show for `COc1cc(OC)cc(-n2nc(C(=O)N3CC(C)CC(C)C3)c3ccccc3c2=O)c1` (stereo unspecified)?
CXCR6 inh: 4; CCR6 antag: 7; Jurkat NFkB inh: -17; Gli-Sufu block: 7; EBI2 block: 9; XBP1 UPR activ: 0; UPR CHOP act: -1.3; 697 NFkB inh: -6; Mdm2 MdmX PPI: -17

Screening data (PubChem BioAssay)
